Screening data as filed in PubChem BioAssay.
MPTP block – inhibitors of mitochondrial permeability transition pore | isolated mouse mitochondria, Ca2+ swelling absorbance, 30 min | inhibition, % at 10 µM | 360,000 compounds, 1.4% hits;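 active = inhibition of 50% or more, scaled per plate between neutral and stimulator controls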;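 also: 0% = DMSO wells given calcium and 100% = 1 mM EGTA wells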
hIAP activ – human IAP activation | purified human IAP, CDP-Star luminescence, 30 min; stronger effect = higher value; 1 = vehicle-only enzyme, 0 = enzyme-free background | 330,000 compounds, 0.16% hits | activation factor at 10 µM | AID 2524 | P09923;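 active = activation factor of the enzyme at least 2-fold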; also: the source names both 10 and 20 µM as test concentration; values of inactives mirror those of a sister screen read the other way
NR3A LBD binder – NR3A (human) ligand-binding domain modulation. NR3A LBD differential scanning fluorimetry, Tm shift; 0% = protein alone, 100% = glycine-bound protein. Tm shift relative to glycine control, % at 25 µM. AID 1259313. 340,000 compounds, 2.5% hits;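 active = melting temperature shift of at least 10% of the positive control shift, at one fixed dose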
SENP8 inh – inhibitors of human SENP8 protease; Q96LD8; recombinant SENP8, Nedd8 substrate fluorescence; inhibition, % at 20 µM; 360,000 compounds, 0.64% hits; AID 602440; in the data active = inhibition mostly above about 40%, no sharp cut-off; inactive = mostly below about 27%
Target sequence (Q96LD8 whole entry, looked up): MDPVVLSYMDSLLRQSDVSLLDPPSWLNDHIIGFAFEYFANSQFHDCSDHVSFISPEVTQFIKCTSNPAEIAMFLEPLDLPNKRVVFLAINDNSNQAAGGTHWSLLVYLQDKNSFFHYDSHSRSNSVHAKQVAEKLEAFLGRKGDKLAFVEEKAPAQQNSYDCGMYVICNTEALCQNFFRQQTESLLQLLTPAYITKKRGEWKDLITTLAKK
PfG6PD inh – PfG6PD (Plasmodium falciparum) enzyme inhibition; 350,000 compounds, 0.78% hits; inhibition, % at 20 µM; PfGluPho enzyme, NADPH resazurin-diaphorase fluorescence;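 active = inhibition reaching at least a set limit at 20 µM in the primary screen, cut at about 59% in these data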;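 also: 0% = DMSO wells with substrate and 100% = DMSO wells lacking glucose-6-phosphate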
SENP6 block – inhibitors of human SENP6 protease | inhibition, % at 10 µM | Recombinant SENP6 catalytic domain, aminoluciferin luminescence | 330,000 compounds, 1.8% hits | AID 2599 | Q9GZR1;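 active = inhibition above about 50% at the single tested dose, limit read from the data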;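 also: plate controls were DMSO wells with enzyme for no effect and DMSO wells lacking enzyme for full effect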
ATG4B inhibitor – inhibitors of human ATG4B cysteine protease; 340,000 compounds, 0.51% hits; inhibition, % at 8.33 µM; Q9Y4P1; ATG4B cleavage of LC3-PLA2, NBD-HPC fluorescence, 1 h; AID 504462; in the data active = inhibition above about 40%
Target sequence (Q9Y4P1 whole entry, looked up): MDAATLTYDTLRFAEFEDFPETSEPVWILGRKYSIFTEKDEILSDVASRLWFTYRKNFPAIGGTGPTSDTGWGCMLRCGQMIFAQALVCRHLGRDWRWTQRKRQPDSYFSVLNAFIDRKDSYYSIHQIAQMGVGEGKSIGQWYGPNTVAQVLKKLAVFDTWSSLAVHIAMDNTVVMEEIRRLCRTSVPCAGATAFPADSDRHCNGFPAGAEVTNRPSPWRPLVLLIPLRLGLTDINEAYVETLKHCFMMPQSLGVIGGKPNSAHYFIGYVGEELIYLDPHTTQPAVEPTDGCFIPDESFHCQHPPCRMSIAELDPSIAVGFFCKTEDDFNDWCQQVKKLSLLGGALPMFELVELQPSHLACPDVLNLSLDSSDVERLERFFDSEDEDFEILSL
SENP1 FRET inh – SENP1 (human) catalytic domain inhibition; Q9P0U3; recombinant SENP1 catalytic domain, CyPet-SUMO1-YPet FRET cleavage; inhibition, % at 10 µM; 360,000 compounds, 0.21% hits;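 active = inhibition at least 30% at 10 µM, raw YFP signal under a set limit, fluorescence ratio 0.5 to 1.5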;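 also: 0% = enzyme with DMSO and 100% = no enzyme wells; some results filed as inactive read as strong as hits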
Target sequence (Q9P0U3 419-644 limits assumed): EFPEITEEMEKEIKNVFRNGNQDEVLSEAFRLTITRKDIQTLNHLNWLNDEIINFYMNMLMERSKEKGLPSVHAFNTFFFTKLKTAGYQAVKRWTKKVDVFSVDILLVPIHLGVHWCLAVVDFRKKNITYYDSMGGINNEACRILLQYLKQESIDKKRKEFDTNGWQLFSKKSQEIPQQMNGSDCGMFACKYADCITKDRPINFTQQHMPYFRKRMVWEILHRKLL
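Controls: no-enzyme wells low, DMSO-plus-enzyme wells high control. Test system: human recombinant His6-tagged SENP1 catalytic domain enzyme. Reagent: SFCypet-SUMO1-SFYpet FRET protein substrate, 25 nM final. Doses: one dose per compound, 10 µM, 0.5% DMSO. Detection: FRET, CFP and YFP emission. Timing: 50 min reaction at room temperature.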
Numbers without * were called inactive; · = not tested or not shown.

SMILES | MPTP block | hIAP activ | NR3A LBD binder | SENP8 inh | PfG6PD inh | SENP6 block | ATG4B inhibitor | SENP1 FRET inh
O=C(Nc1ccc2c(c1)ncn2C1CCCCC1)c1ccco1 | -0.4 | 0.94 | -2 | 6 | 31 | -2 | 2 | -1
COc1ccccc1C(=O)NNC(=O)C(=O)NC1CCCCC1 | -2.1 | 1.6 | -1 | 9 | -20 | -24 | 5 | 4
CC(C)COC(=O)N1CCCC1C(=O)O (configuration not stated) | -0.6 | 0.95 | 3 | 15 | -2 | -17 | -1 | 0
O=C1CC(C2CCCO2)C(=O)N1c1ccc(Cl)c(Cl)c1 (configuration not stated) | -4.1 | 1 | -1 | 3 | -3 | 13 | -6 | 1
COc1ccccc1-c1nnc(NC(=O)c2ccc(S(=O)(=O)N3CCCC3)cc2)o1 | 0.2 | 0.93 | -3 | 11 | -1 | -9 | -1 | 2
Nc1ccc2c3c(cccc13)CC2 | 0.0 | 0.95 | -1 | -313 | 27 | -2 | 10 | 13
CCCS(=O)c1nc(C)cc(C)c1S(C)(=O)=O (configuration not stated) | -2.0 | 1 | 0 | 6 | -12 | -7 | 2 | 2
Cc1nn(CC2CC2)c(=O)n1-c1ccc(Oc2ccccc2)cc1 | 0.7 | 1.1 | -3 | 20 | -3 | 11 | -5 | 1
CC1(C)Cc2ccccc2-c2nnnn21 | 5.5 | 1.1 | 1 | 4 | 21 | -19 | -18 | 2
COc1cc([N+](=O)[O-])c2nc(C(=O)O)ccc2c1 | -1.4 | · | 0 | 8 | 4 | · | 3 | 1
CCOC(=O)CSc1n[nH]c(NC(=O)CC)n1 | -0.5 | 0.94 | 1 | 5 | -2 | -1 | -16 | 0
Cc1cc([N+](=O)[O-])nn1CCCC(=O)Nc1sc2c(c1C(N)=O)CCCC2 | 3.3 | 0.99 | 17* | 13 | 67* | -13 | -4 | 1
CC(Oc1ncnc2ccccc12)C(=O)Nc1cccc(S(=O)(=O)N2CCOCC2)c1 (configuration not stated) | 0.2 | 1 | 1 | -1 | 9 | 7 | -5 | 1
NC(=O)C1(N2CCCCC2)CCN(Cc2nc3ccccc3c(=O)[nH]2)CC1 | -0.4 | 1 | 2 | -37 | -8 | 1 | -14 | -1
O=C(CC1CCCC1)Nc1ccc(Br)cc1 | 0.8 | 1.1 | -2 | 8 | 23 | -16 | 0 | 1
CC1CC(C)CN(S(=O)(=O)CCNC(=O)c2ccc3c(c2)OCO3)C1 (configuration not stated) | -0.9 | 0.97 | 3 | 15 | 0 | -2 | -8 | 0
CC1(C(=O)N/N=C/c2ccccc2)CC1(Cl)Cl (configuration not stated) | -0.1 | 0.97 | -1 | 14 | 31 | -3 | -7 | -1
COc1ccc(C2=CN(Cc3ccccc3)CCC2=O)cc1 | 5.3 | 1.1 | -2 | 2 | -12 | -5 | -5 | -2
O=C(c1cnc(Cl)c(Cl)c1)N1CCC(Cc2ccccc2)CC1 | 1.3 | 1 | 0 | -4 | -1 | -8 | 5 | 3
O=C(c1ccccn1)C1CCCN(Cc2cn[nH]c2-c2cc3ccccc3o2)C1 (configuration not stated) | 0.4 | 1.2 | -1 | 10 | 10 | 11 | 19 | -2
O=C(CC1C(=O)NCCN1Cc1ccc(-c2ccccc2)cc1)NCCCn1ccnc1 (configuration not stated) | 0.1 | 1.1 | -2 | -4 | 12 | 1 | -1 | 0
COc1ccc2cc3c(N)nn(C(=O)c4cccc([N+](=O)[O-])c4)c3nc2c1 | -1.0 | 0.91 | -2 | 22 | 9 | -28 | 7 | 3
CNC(=O)c1ccc(-c2ccc(OC)cc2)s1 | 0.4 | 1.2 | -15 | -433 | 7 | 49 | -2 | 2
O=C(Nc1ccnn1C1CCN(CC2CC=CCC2)CC1)c1ccccc1Cl (configuration not stated) | 2.8 | 1.1 | 0 | 4 | 9 | -8 | -4 | 1
O=[N+]([O-])c1ccc(COc2cccc(CN3CCCC3)c2)cc1 | 1.1 | · | 1 | 10 | 9 | · | · | 2
(cont.)
SMILES | MPTP block | hIAP activ | NR3A LBD binder | SENP8 inh | PfG6PD inh | SENP6 block | ATG4B inhibitor | SENP1 FRET inh
COc1cc(CN=Cc2c(O)n(Cc3ccccc3)c(=S)[nH]c2=O)cc(OC)c1 | 2.8 | 0.91 | -2 | 25 | -10 | -3 | 10 | -1
CC(=O)c1ccc(C(=O)Nc2ccc(N3CCOCC3)cc2)cc1 | -0.9 | 0.92 | 2 | 19 | 5 | -7 | -18 | 2
Cc1oc(-c2ccc(Cl)cc2)nc1CS(=O)CC(=O)NCc1ccc2c(c1)OCO2 (configuration not stated) | -0.9 | 0.9 | -1 | -5 | 1 | 0 | -9 | -2
Cc1ccc(-c2cn(CCN)c(-c3ccc(Cl)nc3)n2)cc1 | 0.4 | 1 | -1 | -193 | -10 | 1 | -4 | -2
CCN(CC)S(=O)(=O)c1cc(NC(=O)COC(=O)c2c(C)noc2C)ccc1C | 3.1 | 0.93 | 0 | 18 | -14 | 0 | -3 | -2
CS(=O)(=O)c1ccc(C(=O)NC2CCOC2=O)cc1 (configuration not stated) | 1.4 | 1.2 | 0 | 12 | -6 | -5 | -14 | 1
Cc1nnc(NC(=O)CSc2nnc(Cc3cccn3C)n2-c2ccccc2)s1 | -1.1 | 0.79 | 4 | 0 | 4 | -8 | -3 | 0
Cc1cccc(NC(=O)CSCC(=O)Nc2ccccc2C(=O)N2CCCCC2)c1 | 0.2 | · | · | -1 | 3 | · | · | 0
Cc1ccc2nc(-c3ccc(NC(=O)COCC(=O)O)cc3)sc2c1 | -0.3 | 1.1 | 2 | -444 | -38 | 79* | -3 | -60
COc1ccc(NC(=O)CSc2nc3nc(C)cc(C)c3c(=O)[nH]2)cc1OC | -2.0 | 1 | -5 | 10 | 12 | -4 | -9 | 0
Cc1nc(-c2ccncc2)sc1C(=O)Nc1ccc(Cl)cc1 | -1.5 | 0.91 | -4 | 12 | 5 | 2 | -1 | 3
Cc1csc(C(C)N(C)C(=O)CCc2nnc(CCc3ccccc3)o2)n1 (configuration not stated) | 0.1 | 1 | 1 | 18 | -5 | -7 | -10 | 2
Cc1ccc(C)c2[nH]c(=O)c(CN(CCN3CCCC3)C(=O)Nc3cccc(Cl)c3)cc12 | 5.8 | 1 | -4 | -131 | -5 | -6 | -9 | -20
CCCc1cc(=O)oc2cc(OCC(=O)NCc3ccccn3)ccc12 | -0.1 | 0.87 | 1 | -167 | -1 | -13 | -15 | 2
CC(C)N1CCN(Cc2nc3c(s2)CCCC3)CC1CCO (configuration not stated) | 0.5 | 0.89 | 0 | 17 | 1 | 15 | 7 | 0
Cc1cccc(N(C)C(=S)Oc2ccc3ccccc3c2)c1 | -1.1 | 1 | -8 | 4 | -10 | -4 | 5 | -1
COc1ccc(NC(=O)c2cc([N+](=O)[O-])ccc2O)cc1 | 92* | 0.99 | 3 | 29 | 40 | 100* | 1 | 2
O=C(NCc1cccnc1)c1ccc(Cl)c(S(=O)(=O)N2CCOCC2)c1 | -0.4 | 0.93 | -1 | 8 | -5 | -4 | 3 | -1
CC(C)n1c2ccccc2c2cc([N+](=O)[O-])ccc21 | 5.8 | 0.95 | 4 | 10 | 26 | -28 | -2 | -4
O=C(/C=C/Nc1ccccc1F)c1cccs1 | 7.8 | 1.1 | -33 | -79 | -1 | 96* | 12 | -37
CCOC(=O)C(C)C(C)=O (configuration not stated) | -0.6 | 0.97 | 2 | 7 | 1 | -9 | -2 | 1
COc1ccc2[nH]c(=O)c(CN(CC3CCCO3)S(=O)(=O)c3ccccc3)cc2c1 (configuration not stated) | 0.5 | 1.2 | -1 | -324 | -9 | 7 | 21 | -2
CN(C)S(=O)(=O)c1ccc(N2CCCC2)c(C(=O)Nc2nc(-c3cc(F)ccc3F)cs2)c1 | 4.1 | 0.93 | -8 | -20 | 12 | -5 | -1 | -4
CCOc1ccc(OCc2cccc(C(=O)N3CCCC3)c2)cc1 | -1.8 | 1 | -1 | 0 | 12 | 13 | 12 | 1
CS(=O)(=O)N1CCc2cc(-c3csc(NC(=O)Cc4cccs4)n3)ccc21 | -1.5 | 1.1 | 1 | -8 | 29 | 11 | -9 | -6
Going on with the list.
SMILES | MPTP block | hIAP activ | NR3A LBD binder | SENP8 inh | PfG6PD inh | SENP6 block | ATG4B inhibitor | SENP1 FRET inh
COc1ccc(Cl)cc1N/C(N)=N/c1nc(CSc2ccc(C)cc2)cc(=O)[nH]1 | -0.1 | 1.9 | 0 | 13 | 3 | -15 | -3 | -2
COc1ccc(C(=O)C2CCCN(C(=O)c3cccnc3OC)C2)c(C)c1 (configuration not stated) | -0.8 | 1.1 | 1 | 8 | -1 | -19 | -10 | 1
O=C(C[C@H]1C[C@H](C(=O)N2CCCCC2)[C@@]2(CCc3ccccc3)c3[nH]c4ccc(Cl)cc4c3CCN2C1=O)NCc1ccco1 | -1.5 | · | -3 | 3 | 9 | · | -2 | 0
C[C@H]1Cn2cnc(C(=O)NCC(=O)OC(C)(C)C)c2C(=O)N1 | -0.1 | · | · | 17 | 1 | · | · | 0
COc1ccc(-c2noc(CCC(=O)NC3CCCCC3)n2)cc1 | -1.9 | 1 | 0 | 18 | 13 | 4 | -9 | -1
COc1ccc(/C=C2\SC(=O)N(CCNC(=O)Cn3[nH]c(=O)c4ccccc4c3=O)C2=O)cc1 | 0.6 | 1.1 | -1 | -25 | 14 | -2 | -5 | 2
COc1cc(/C=C2\N=C(c3c(-c4ccccc4)noc3C)OC2=O)ccc1OC(C)=O | 1.5 | 1 | -2 | -53 | 15 | 1 | 0 | -3
Cc1ccc2c(c1)c1ncnc(N3CCc4ccccc4C3)c1n2C | · | 0.71 | -2 | · | 25 | -10 | 16 | ·
O=C(NCC(=O)N1CCCCC1)c1ccc(Cl)cc1Cl | -1.3 | 0.92 | 3 | 26 | -10 | -3 | 4 | 0
O=c1c2ccccc2nc(COc2ccccc2)n1/N=C/c1cc([N+](=O)[O-])ccc1O | 49 | 1.8 | 22* | -22 | -19 | 16 | 6 | -27
Cc1cc(C)cc(N(CC(=O)NC2CCCC2)C(=O)CCC(=O)Nc2cc(C)ccn2)c1 | 5.7 | 0.88 | -1 | 8 | -16 | -4 | 7 | -2
Cc1ccc2c(c1)[C@H]1[C@H](CO2)[C@H](c2ccccc2)[C@]2(C)C(=O)N(Cc3ccc(F)cc3)CC(=O)N12 | 0.3 | 0.96 | -2 | 17 | 15 | 0 | 1 | 29
Cc1ccc(C(=O)OCC(=O)NC(=O)NCc2ccccc2)cc1C | -0.8 | 0.91 | 0 | 12 | 7 | -6 | -19 | 0
Cc1c(Cl)cccc1NC(=O)CCC(=O)NNC(=O)c1ccccc1Cl | -2.1 | 0.93 | -6 | 20 | -20 | -11 | 5 | 0
O=C(CCc1c[nH]c2ccccc12)OCC(=O)N1CCN(S(=O)(=O)c2ccccc2)CC1 | -1.3 | 1 | -1 | 18 | 0 | -9 | -1 | 0
CCOC(=O)N1CCC(NC(=O)CS(=O)(=O)Cc2nc(-c3ccc(C)cc3)oc2C)CC1 | -2.8 | 1.2 | 0 | 15 | -22 | -6 | 0 | 3

Three of the compounds above, field by field.
COc1ccc(C(=O)C2CCCN(C(=O)c3cccnc3OC)C2)c(C)c1 (configuration not stated)
  MPTP block = -0.8; hIAP activ = 1.1; NR3A LBD binder = 1; SENP8 inh = 8; PfG6PD inh = -1; SENP6 block = -19; ATG4B inhibitor = -10; SENP1 FRET inh = 1
O=C(CCc1c[nH]c2ccccc12)OCC(=O)N1CCN(S(=O)(=O)c2ccccc2)CC1
  MPTP block = -1.3; hIAP activ = 1; NR3A LBD binder = -1; SENP8 inh = 18; PfG6PD inh = 0; SENP6 block = -9; ATG4B inhibitor = -1; SENP1 FRET inh = 0
O=C(C[C@H]1C[C@H](C(=O)N2CCCCC2)[C@@]2(CCc3ccccc3)c3[nH]c4ccc(Cl)cc4c3CCN2C1=O)NCc1ccco1
  MPTP block = -1.5; hIAP activ = ·; NR3A LBD binder = -3; SENP8 inh = 3; PfG6PD inh = 9; SENP6 block = ·; ATG4B inhibitor = -2; SENP1 FRET inh = 0

Not a hit list, and some 6.7% of all compounds hit somewhere here.
